High-throughput results as filed in PubChem BioAssay.
N370S GC – inhibits or activates N370S mutant glucocerebrosidase; Potency, µM (doses to about 59.4 µM), for the others: at the top dose activity change, negative = inhibition, actives largely listed as inhibitors; 330,000 compounds, 0.092% hits; N370S GC spleen homogenate, 4MU-glucoside fluorescence; P04062;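 also: 0% = full enzyme activity and -100% = no enzyme basal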
TDP1 cell noCPT – qHTS for Inhibitors of human tyrosyl-DNA phosphodiesterase 1 (TDP1): qHTS in cells in absence of CPT | DT40 Tdp1-/- hTDP1 cells, no CPT, ATP luminescence, 48 h | Potency, µM (doses to about 46.2 µM), without a hit: at the top dose activity change, negative = growth inhibition, most hits filed as inhibitors | 420,000 compounds, 15% hits; also: nearly all actives have a fitted effect of over 55% in size
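No-CPT arm: Tdp1-/-;hTDP1 DT40 cells (400/well) plus compounds, incubated ≥48 hr at 37 °C. Readout CellTiter-Glo luminescence.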
TDP1 inh – inhibitors of human tyrosyl-DNA phosphodiesterase TDP1; Potency, µM (doses to about 130 µM), for the others: top-dose activity change, negative = inhibition, actives largely listed as inhibitors; Q9NUW8; 350,000 compounds, 0.28% hits; recombinant TDP1, AlphaScreen DNA substrate cleavage; also: nearly all actives have a fitted effect of over 40% in size
Target sequence (Q9NUW8 whole entry, looked up): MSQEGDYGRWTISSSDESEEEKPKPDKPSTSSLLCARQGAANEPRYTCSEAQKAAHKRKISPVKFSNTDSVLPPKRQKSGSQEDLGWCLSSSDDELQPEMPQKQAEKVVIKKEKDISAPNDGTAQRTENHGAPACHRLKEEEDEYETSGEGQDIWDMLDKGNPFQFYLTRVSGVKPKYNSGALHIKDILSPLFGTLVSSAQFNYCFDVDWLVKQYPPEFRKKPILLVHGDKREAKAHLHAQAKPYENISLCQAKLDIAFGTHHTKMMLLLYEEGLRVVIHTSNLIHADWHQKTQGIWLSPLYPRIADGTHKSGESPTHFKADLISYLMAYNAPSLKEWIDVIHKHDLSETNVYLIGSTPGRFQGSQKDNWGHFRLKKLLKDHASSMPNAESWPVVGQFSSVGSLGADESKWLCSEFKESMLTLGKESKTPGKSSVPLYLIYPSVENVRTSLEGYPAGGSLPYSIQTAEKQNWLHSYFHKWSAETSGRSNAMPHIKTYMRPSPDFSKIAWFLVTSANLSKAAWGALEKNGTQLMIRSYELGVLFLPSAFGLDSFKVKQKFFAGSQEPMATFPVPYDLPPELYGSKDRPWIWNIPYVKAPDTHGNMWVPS
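Enzyme-compound mixtures sat 15 min at room temperature, followed by a 5 min reaction with 15 nM final substrate and 10 min with AlphaScreen beads. Recombinant human Tdp1 was used at 1 nM final.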
* hit, by the source's call; ? = inconclusive; / = not tested or not shown; & = joins results of further samples; [ ] = another dose, or the depositor's remark. Calls follow the shape of the dose curve; as a rule, active = well fitted curve in the direction sought with a large enough effect; inconclusive = small, poorly fitted or top-dose-only effect, or another doubt; inactive = no such curve, though single readings can be large; an effect the other way counts as inactive or inconclusive. Unless noted, % is scaled to controls: 0 for no effect and ±100 for the full control effect; potency is read from the fitted curve at half-maximal effect. The list is partial; count on the stated rates, not on these rows.

Values run as follows: N370S GC	TDP1 cell noCPT	TDP1 inh
#1 [N-]=[N+]=NC1C[C@H](n2ccc(=O)[nH]c2=O)O[C@@H]1CO (stereo partly drawn)
 : 10%	1%	9%
#2 CCC(=O)N1CCc2cc(OC)c(OC)cc2C1COc1ccc(OC)cc1 (stereo not drawn)
 : -14%	-20%	-1%
#3 O=C(Nc1ccccc1)N1CCCC2(CCN(S(=O)(=O)c3ccccc3)CC2)C1
 : 6%	-25%	/
#4 Cc1cccc(CNC(=O)c2ccc(C)c(-n3c(C)nc4cccnc43)c2)c1
 : /	?	3%
#5 CC1CCN(C(=O)c2ccc(CSc3ccc(Cl)cc3)cc2)CC1
 : 14%	16µM*	0%
#6 CCOc1ccc(NC(=S)N(CCN2CCOCC2)Cc2cc3cc4c(cc3[nH]c2=O)OCO4)cc1
 : -14%	?	5%
#7 COc1ccc(NC(=O)c2cc3c(CO)cnc(C)c3oc2=Nc2cccc(C)c2)c(OC)c1
 : -2%	4.1µM*	/
#8 COc1ccc2c(c1)c(C(=O)N1CCN(C)CC1)c(C)n2-c1ccccc1
 : -23%	-10%	5%
#9 NC(=O)C1CCCc2c1n(Cc1ccccc1)c1ccccc21 (stereo not drawn)
 : 1%	3%	/
#10 N#Cc1cnn(-c2ncnc3sc(-c4ccccc4)cc23)c1N
 : -1%	-24%	2%
#11 COC(=O)COc1ccc(S(=O)(=O)Nc2ccc3c(c2)OCO3)cc1
 : 4%	-10%	9%
#12 CCCCN(C(=O)c1c(C)noc1C)c1c(N)n(CCCC)c(=O)[nH]c1=O
 : -15%	-2%	0%
#13 CSCC(C)N1CCC(N2CCC(C(=O)NCc3ccccn3)CC2)CC1 (stereo not drawn)
 : 0%	16%	0%
#14 O=C(Nc1ccc2oc(-c3cccc4c(Br)cccc34)nc2c1)c1ccc(F)cc1
 : /	10µM*	3%[12.3 µM]
#15 Cc1ccc(CNC(=O)C(NS(=O)(=O)c2cccs2)C(C)C)cc1 (stereo not drawn)
 : 0%	-17%&-13%	0%&-6%

Values run as follows: N370S GC	TDP1 cell noCPT	TDP1 inh
#16 CCCCc1c(O)c2ccccc2n(CCCC)c1=O
 : 10%	?	3%
#17 CC1(C)[N+]([O-])=C2C(=[N+]([O-])C1(C)C)c1ccccc1/C2=N\O
 : -6%	-18%	2%
#18 NC1=NC[C@@H](Cc2ccc(O)cc2)N1CCc1cc(C(F)(F)F)cc(C(F)(F)F)c1
 : ?	21µM*	4%
#19 Cc1cc2ncc(-c3ccc(Cl)cc3)cn2n1
 : -3%	-5%	3%
#20 COc1ccccc1CNC(=O)c1ccc(CNc2c(N3CCCC3)c(=O)c2=O)cc1
 : 2%	12%	0%
#21 O=C(Nc1c(F)cccc1F)c1ccc2c(c1)CCN2S(=O)(=O)c1ccccc1
 : 0%	-7%	0%
#22 CC(=O)NCCC(=O)Nc1nc2c(ccc3ccccc32)s1
 : -14%	-5%	-8%
#23 CC(=O)C1=C(O)C=C(c2ccco2)CC1c1ccco1 (stereo not drawn)
 : -3%	?	-2%
#24 CC(=O)Nc1ccc(CN2CCC(CO)(CCOc3ccccc3)CC2)cc1
 : 2%	4%	-3%
#25 COc1ccc(/C(N)=N/O)cc1O
 : -6%	-14%	2%
#26 Cc1ccc(N2C(=O)CS(=O)(=O)C23C(=O)N(Cc2ccccc2C)c2ccccc23)cc1Cl (stereo not drawn)
 : /	?	4%
#27 COc1ccc(OC)c(NC(=O)CCNS(=O)(=O)c2cccc3nsnc23)c1
 : -3%	-7%&-18%	5%&0%
#28 O=C(CCC1CCCCC1)NC1=NCCS1
 : -2%	-14%	2%
#29 CN(CC(=O)Nc1ccccc1Br)C(=O)CCc1nc2ccccc2c(=O)[nH]1
 : -6%	?	-1%[0.505 µM]
#30 COCc1nnc(NC(=O)c2c(-c3c(Cl)cccc3Cl)noc2C)s1
 : -2%	?	0%

Values run as follows: N370S GC	TDP1 cell noCPT	TDP1 inh
#31 Cc1onc(-c2ccccc2Cl)c1C(=O)NCc1ccco1
 : 0%	-11%	/
#32 O=C(O)c1cc(-c2ccc(N3CCOCC3)cc2)nn1-c1ccccc1Cl
 : -3%	17%	-11%
#33 CCOc1ccc(CN(C)CC(=O)Nc2cccc3ccccc23)cc1OC
 : -9%	?	-5%
#34 COc1cc(CC(=O)Nc2ccc(Cl)c(C(F)(F)F)c2)cc(OC)c1OC
 : ?	?	2%
#35 COc1cccc(N2C(=O)C(CC(=O)Nc3ccccc3)N(CCc3sccc3C)C2=O)c1 (stereo not drawn)
 : /	?	1%
#36 CCNC(=O)CSc1nnc(-c2cccs2)o1
 : -2%	17%	5%
#37 O=Cc1ccccc1Oc1ccccc1
 : 11%	12µM*	5%
#38 O=C(NCc1ccncc1)c1ccc(Cl)c(S(=O)(=O)N2CCCCC2)c1
 : 3%	-15%	0%
#39 CCn1cc(C(=O)N2CCN(c3cccc(C)c3)C(C)C2)c(=O)c2cc(S(=O)(=O)N3CCOCC3)ccc21 (stereo not drawn)
 : /	?	2%
#40 CC(Cn1cncn1)C(=O)N1CCN(S(=O)(=O)c2ccc(Cl)cc2)CC1 (stereo not drawn)
 : -1%	-19%	7%
#41 COc1ccc(CCNC(=O)CCNS(=O)(=O)c2cccc3nonc23)cc1OC
 : 12%	-9%	0%
#42 CCC(CC)c1nn2c(=O)cc(COc3ccc(NC(=O)c4ccccc4Cl)cc3)nc2s1
 : /	2.3µM*	-6%
#43 O=C(N(c1ccccn1)c1ccccn1)C12CC3CC(CC(C3)C1)C2
 : 23%	-2%	0%
#44 O=C(OCc1cc(=O)n2nc(C3CC3)sc2n1)c1cccc(NC(=O)c2ccccc2Cl)c1
 : /	21µM*	4%
#45 O=C(CSc1nc2ccccc2s1)Nc1cc(S(=O)(=O)N2CCOCC2)ccc1O
 : 7%	-26%	8%

Given as labelled records: 4 of the compounds above
(35) COc1cccc(N2C(=O)C(CC(=O)Nc3ccccc3)N(CCc3sccc3C)C2=O)c1 (stereo not drawn)
  N370S GC: / | TDP1 cell noCPT: ? | TDP1 inh: 1%

(36) CCNC(=O)CSc1nnc(-c2cccs2)o1
  N370S GC: -2% | TDP1 cell noCPT: 17% | TDP1 inh: 5%

(37) O=Cc1ccccc1Oc1ccccc1
  N370S GC: 11% | TDP1 cell noCPT: 12µM* | TDP1 inh: 5%

(38) O=C(NCc1ccncc1)c1ccc(Cl)c(S(=O)(=O)N2CCCCC2)c1
  N370S GC: 3% | TDP1 cell noCPT: -15% | TDP1 inh: 0%

Next part:
Values run as follows: N370S GC	TDP1 cell noCPT	TDP1 inh
#46 COc1ccc(OC)c(NS(=O)(=O)c2ccc3c(c2)CCCN3C(=O)C2CCC2)c1
 : /	?	4%
#47 O=C(CN1C(=O)CSc2ncccc21)Nc1ccccc1F
 : -3%	2%	4%
#48 COCc1cc(/C=N\NC(=O)COc2ccc(Cl)cc2)ccc1OC
 : -11%	?	0%
#49 Cn1c(Cl)c(/C=N/OC(=O)c2cccc(Cl)c2)c2ccccc21
 : -2%	-14%	4%
#50 Clc1ccccc1-c1ccc2ncnc(NCc3cccnc3)c2c1
 : -20%&-20%	?	3%
#51 COc1ccc(-c2nc(NC(C)=O)sc2-c2ccccc2)cc1
 : 10%	?	-3%
#52 O=C(COC(=O)Cc1ccc(Cl)cc1Cl)NC1CC1
 : /	1%	1%
#53 COc1ccc(Cl)cc1NC(=O)N(C)CCc1c(C)nn(C)c1C
 : /	?	-9%
#54 Cc1ccc(-c2nc3ccsc3c(=O)[nH]2)cc1
 : 7%	-9%	2%
#55 O=C(NCC1CCCC(CNC(=O)Nc2ccc(Cl)cn2)C1)Nc1ccc(Cl)cn1 (stereo not drawn)
 : 1%	?	5%
#56 COC(=O)CCN1CCN(S(=O)(=O)c2ccc3c(c2)OCCO3)CC1
 : /	-2%	0%[56.1 µM]
#57 CCc1ccc(C(=O)/C=C/c2cnn(C)c2C)s1
 : -2%	-23%	8%
#58 O=C(CCCn1c(=O)c2ccccc2n(Cc2cccc(Cl)c2)c1=O)NCCc1ccc(Cl)cc1
 : /	18µM*	-3%
#59 COC(=O)c1ccccc1SCC(=O)Nc1ccc(N2CCOCC2)cc1
 : -1%	-3%	7%
#60 COCCN1C(=O)c2ccccc2C(C(=O)Nc2ccc3c(c2)OCCO3)C1c1ccc(F)cc1 (stereo not drawn)
 : 0%[12.8 µM]	?	-2%

Values run as follows: N370S GC	TDP1 cell noCPT	TDP1 inh
#61 COc1ccc(CC(=O)Nc2ccc(S(=O)(=O)Nc3ncccn3)cc2)cc1OC
 : 6%	-24%	/
#62 CC1(c2cc(C(F)(F)F)n3nc(C(=O)O)cc3n2)CC1
 : 2%	-12%	2%
#63 COc1ccc(N2CC(O)=C(c3nc(-c4ccc(F)cc4)cs3)C2=N)cc1
 : 14%	17%	6%
#64 COc1ccc(C(=O)NNC(=O)CCC(=O)Nc2ccc(C)cc2C)cc1
 : -10%	5%	9%
#65 C/C(=N\O)C1(C)N(O)C(C)(C)C(c2ccc(Br)cc2)=[N+]1[O-] (stereo not drawn)
 : -5%	?	-3%
#66 C=CCC[C@H](Cc1ccc(F)cc1)C(=O)OC[C@@H](C)NC(=O)[C@@H](CC=C)CC(=O)N[C@@H](CO)Cc1ccccc1
 : /	15µM*	0%
#67 CCCn1c2ccccc2c2nnc(SCC(=O)Nc3ncccn3)nc21
 : 8%	?	-5%
#68 CCNC(=S)Nc1cc(OC)c(NC(=O)c2ccco2)cc1OC
 : 2%	-16%	5%
#69 CCOC(=O)C1CCN(C(=O)COC(=O)CNC(=O)c2ccc(OC)cc2)CC1
 : -3%	-9%	-3%
#70 Cc1cccc(Nc2c([N+](=O)[O-])ccc3nonc23)c1
 : -6%	-29%	/
#71 CC(C)(C)C(=O)OCc1cn(-c2ccccc2)nn1
 : -8%	-8%	2%
#72 CCn1c(C(=O)NCc2ccccc2OC)cc2sccc21
 : /	?	0%
#73 CN(C)CCNC(=O)CCCn1c(=O)c2cccn2c2ccccc21
 : /	-3%	9%
#74 C/C(=N\NC(=O)c1ccco1)c1ccc(NC(=O)C(F)(F)F)cc1
 : 0%	4%	3%
#75 CCN(CC)S(=O)(=O)c1ccc(NC(=O)CCNC(=O)c2ccco2)cc1
 : -9%	-12%	-1%

no.	SMILES	N370S GC	TDP1 cell noCPT	TDP1 inh
76	CC1Cc2ccccc2N1C(=O)CSc1nnc2n1C(C)(C)Cc1ccccc1-2 (stereo not drawn)	1%	21µM*	7%
77	CCOc1ccccc1N(C)C(=O)Cn1cnc2sc(C)c(S(=O)(=O)N3CCC(C)CC3)c2c1=O	/	?	3%
78	COc1ccc(/C=C2\N=C(C)OC2=O)cc1OC(C)=O	1%	-16%	/
79	CC1(c2ccc(Cl)cc2)CC(C)(C)N(C(=O)c2cccc(F)c2)c2ccccc21 (stereo not drawn)	/	18µM*	0%[12.3 µM]
80	CC1CCCN(C(=S)Nc2ccc(S(=O)(=O)N3CCCCC3)cc2)C1 (stereo not drawn)	-1%	?	3%
81	O=C(C[C@@H]1C/C=C\C[C@H](NC(=O)OCC2c3ccccc3-c3ccccc32)C(=O)OC[C@@H]2CCCN2C1=O)N[C@@H](CO)Cc1ccccc1	/	18µM*	-11%
82	NC(=S)N/N=C/c1ccc(-c2cc(Cl)cc(Cl)c2)o1	-4%	2.1µM*	6%
83	CC(C)=CCN1CCC(n2nccc2NC(=O)c2ccccc2Cl)CC1	-6%	21µM*	1%
84	O=C(CSc1n[nH]c(-c2ccncc2)n1)Nc1ccc(F)cc1	4%	-20%	5%
85	O=C(Nc1cccc(F)c1)N1CC2(CCN(C(=O)c3ccncc3)CC2)C1	-3%	-9%	/

no.	SMILES	N370S GC	TDP1 cell noCPT	TDP1 inh
86	COc1ccc(S(=O)(=O)CCc2nc3ccccc3s2)cc1	-4%	3%	3%
87	CN(CCOc1ccccc1Cl)Cc1ccccc1	2%	-13%	/
88	COc1ccc(NC(=O)[C@H](C)NC(=O)[C@@H]2Cc3ccccc3CN2C(=O)OC(C)(C)C)cc1	-15%	?	1%
89	CCOC(=O)c1ccc2[nH]cc(C(C)=O)c(=O)c2c1	11%	-17%	5%
90	CNC(=O)c1sc(Nc2ccc(OCc3ccccc3)cc2)nc1C	-22%	13µM*	1%
91	CN(C)[C@H]1N(C(=O)c2ccc(Br)cc2)N=C2c3ccccc3S(=O)(=O)N21	13%	-21%	2%
92	COc1ccccc1NC(=O)Nc1ccccc1C(N)=O	3%	-8%	4%
93	NC(=O)COc1ccccc1C(=O)NC12CC3CC(CC(C3)C1)C2	-2%	-16%	/
94	C=C(C)C1CC=C(C)/C(=N\NC(=O)CNc2cccc3ccccc23)C1 (stereo not drawn)	6%	-24%	5%
95	CCc1ccccc1NC(=O)C1=CN2CCS(=O)(=O)N=C2C=C1	-22%	-18%	-8%
96	COc1cc(S(=O)(=O)N2CCOCC2)ccc1NC(=O)CSc1n[nH]c(=O)[nH]c1=O	-8%	18%	1%

Three structures out of the list, arranged by count of non-hydrogen atoms, descending.
no.	SMILES	N370S GC	TDP1 cell noCPT	TDP1 inh
90	CNC(=O)c1sc(Nc2ccc(OCc3ccccc3)cc2)nc1C	-22%	13µM*	1%
92	COc1ccccc1NC(=O)Nc1ccccc1C(N)=O	3%	-8%	4%
87	CN(CCOc1ccccc1Cl)Cc1ccccc1	2%	-13%	/
